Source: PubChem BioAssay
TDP2 inh – human TDP2 enzyme inhibitors, primary screen, biochemical, epi absorbance, recombinant enzyme; T5PNP hydrolysis, p-nitrophenol absorbance 415 nm; 0.34% of 370,000 active; AID 720702, 2013; inhibition, % at 12.8 µM; Tyrosyl-DNA phosphodiesterase 2 (Homo sapiens), O95551;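 active = inhibition above the mean of all tested compounds plus 3 SD, set per campaign, cut at about 25% in these data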;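 also: 0% = DMSO with enzyme and 100% = buffer with substrate but no TDP2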
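Assay system: recombinant human TDP2 / Reagent: T5PNP substrate at 5 mM, a TopII-DNA adduct mimic / Measured by: epi absorbance from released p-nitrophenol / Evaluation: % inhibition relative to enzyme-containing and enzyme-free wells / Control set: enzyme-free and DMSO wells / Replicates: each compound tested once, singlicate / Schedule: enzyme reaction with compound for 2 h at 37 °C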
TCR-CD3 inh – inhibitors of human TCR-CD3 interaction, primary screen, biochemical, fluorescence, TAMRA-labeled TCR probe; T-cell receptor (TCR); inhibition, % at 9.4 µM; 0.37% of 360,000 active; in the data active = inhibition above about 19%;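 also: recombinant mutant TCR 2C K166C tagged with TAMRA read by polarization; 0% = receptor in buffer alone and 100% = receptor with positive control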
GC-B act – human GC-B receptor activators, primary screen, HEK293 GC-B cells, cGMP TR-FRET, EC30 CNP. AID 1920062, 2024. 0.11% of 370,000 active. 0% at EC30 CNP, 100% saturating CNP. activation, % at 10 µM. Atrial natriuretic peptide receptor 2 (Homo sapiens), P20594;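 active = activation at 10 µM reaching about 35% in either raw or pattern-adjusted values, limit read from the data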
rCAG RNA binder – binders of r(CAG) RNA repeats, primary screen, biochemical, fluorescence. r(CAG) RNA repeat, TO-PRO-1 dye displacement fluorescence. 1.3% of 370,000 active. inhibition, % at 3 µM;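 active = inhibition above the plate cutoff, the mean of all test compounds on that plate plus 3 SD, cut at about 35% in these data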;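 also: 0% = DMSO alone and 100% = 100 µM mitoxantrone as full dye displacement; higher means more dye released from RNA so lower well fluorescence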
PRMT1 inh – PRMT1 methyltransferase inhibitors, primary screen, biochemical, fluorescence polarization. recombinant PRMT1, activity-based probe fluorescence polarization. inhibition, % at 2.79 µM. 1.3% of 370,000 active. AID 652257, 2013;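 active = inhibition above about 21% made by adding two undisclosed values, limit read from the data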
SIAE primary – human SIAE inhibitors, primary screen, biochemical, fluorescence polarization, FP-Rh probe, 1536-well HTS. Sialate O-acetylesterase (Homo sapiens), Q9HAT2. SIAE FP-Rh probe binding. inhibition, % at 9.66 µM. 0.69% of 370,000 active. AID 1053197, 2014;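 active = inhibition above a cutoff: mean of compounds within the control limits plus 3 SD of those, cut at about 17% in these data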;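 also: 0% = plate median of compound wells and 100% = probe without SIAE protein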
LEDGF integ inh – blockers of LEDGF/p75-dependent integrase strand transfer – biochemical, TR-FRET, high throughput, primary screen | HIV-1 integrase (with human LEDGF/p75) | TR-FRET IN-LEDGF/p75 DNA integration, Eu/Cy5 | inhibition, % at 3.7 µM | 0.64% of 370,000 active;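 active = inhibition above the screen-wide mean plus 3 SD, cut at about 13% in these data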;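 also: signal is the Cy5 over europium emission ratio at 671 and 618 nm; 0% = plate median of compound wells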
ABHD4 inh – ABHD4 inhibitors, primary screen, biochemical, fluorescence polarization, mouse | 0.54% of 370,000 active | inhibition, % at 8.92 µM | AID 720543, 2013 | purified mABHD4, FP-Rh probe fluorescence polarization;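 active = inhibition exceeding the mean over every tested compound plus 3 SD, cut at about 30% in these data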;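 also: 0% = plate median of compound wells and 100% = S159A mutant with DMSO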
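System: mouse ABHD4 enzyme, wild type / Medium: HEPES pH 7.0, NaCl, Pluronic buffer / Reagent: FP-Rh activity-based fluorescent probe / Control set: S159A mutant high control, sample median low control / Detection: fluorescence polarization with parallel and perpendicular emission, 525/598 nm / Schedule: 45 min + 60 min at 25 °C / Compound dosing: 8.92 µM, single dose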
MBD2 inh – inhibitors of MBD2 binding to methylated DNA, primary screen, biochemical, TR-FRET, DNA-binding domain, human | MBD2 binding to methylated oligonucleotide | Methyl-CpG-binding domain protein 2 (Homo sapiens), Q9UBB5 | 0.31% of 370,000 active | inhibition, % at 4.4 µM | AID 686964, 2013; in the data active = inhibition above about 13%
Target sequence (Q9UBB5 whole entry, looked up, the tested form may be a part): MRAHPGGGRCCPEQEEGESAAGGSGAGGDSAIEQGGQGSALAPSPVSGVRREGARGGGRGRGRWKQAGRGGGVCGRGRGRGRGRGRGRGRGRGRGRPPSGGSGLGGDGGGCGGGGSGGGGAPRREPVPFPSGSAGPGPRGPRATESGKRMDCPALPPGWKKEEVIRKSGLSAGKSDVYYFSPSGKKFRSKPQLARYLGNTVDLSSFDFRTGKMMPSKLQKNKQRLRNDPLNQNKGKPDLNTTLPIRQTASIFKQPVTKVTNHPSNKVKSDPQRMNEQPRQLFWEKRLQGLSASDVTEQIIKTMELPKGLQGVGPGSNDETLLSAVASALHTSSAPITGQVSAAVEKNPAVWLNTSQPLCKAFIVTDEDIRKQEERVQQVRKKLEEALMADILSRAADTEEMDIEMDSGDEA
HTRA1 inh – HTRA1 serine protease inhibitors, primary screen, biochemical, fluorescence polarization, HTS | inhibition, % at 5.96 µM | recombinant HTRA1, FP-rhodamine activity-based probe | 0.5% of 340,000 active | Q92743; in the data active = inhibition above about 36%;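 also: 0% = enzyme with DMSO and 100% = wells lacking enzyme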
Target sequence (Q92743 whole entry, looked up): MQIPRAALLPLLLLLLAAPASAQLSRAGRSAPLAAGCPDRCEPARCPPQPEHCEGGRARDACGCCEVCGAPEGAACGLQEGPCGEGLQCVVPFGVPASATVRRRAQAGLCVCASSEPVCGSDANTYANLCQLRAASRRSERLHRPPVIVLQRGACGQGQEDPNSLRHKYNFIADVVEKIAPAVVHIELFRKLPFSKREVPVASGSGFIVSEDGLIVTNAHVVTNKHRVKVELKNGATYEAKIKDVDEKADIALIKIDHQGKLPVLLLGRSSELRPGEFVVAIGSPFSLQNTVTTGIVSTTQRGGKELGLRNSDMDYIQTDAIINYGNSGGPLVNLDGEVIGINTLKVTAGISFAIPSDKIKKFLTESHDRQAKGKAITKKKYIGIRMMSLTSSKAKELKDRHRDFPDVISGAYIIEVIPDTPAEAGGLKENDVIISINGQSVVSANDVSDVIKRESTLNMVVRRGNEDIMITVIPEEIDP
The depositor's hits bear a star; / = not tested or not shown. Only part of the results is shown, so the mix of outcomes need not match the whole.

SMILES	TDP2 inh	TCR-CD3 inh	GC-B act	rCAG RNA binder	PRMT1 inh	SIAE primary	LEDGF integ inh	ABHD4 inh	MBD2 inh	HTRA1 inh
O/N=C\c1ccccc1Oc1ccc(F)cc1	-0.2	-3.0	5.0	-1.8	-1.0	-1.5	1.6	-1.0	-3.4	-14.8
COCC1CCCCN1C(=O)c1ccc2nc(Cc3ccc(OC)c(OC)c3)oc2c1 (stereo not given)	10.5	0.6	2.2	-5.4	0.2	1.8	-1.3	2.8	-0.9	0.2
COc1ccccc1N1CCN(S(=O)(=O)c2ccc3c(c2)oc(=O)n3C)CC1	12.3	-0.1	-2.1	-0.9	2.6	-1.6	-2.5	8.4	-1.0	-0.8
Cc1ccc(-c2cc3ccccc3nc2N2CCOCC2)cc1	-7.0	0.3	-3.8	-2.1	0.1	-3.1	-3.0	4.6	1.5	/
CCCCN1C(=O)C2C(c3ccc(OC)cc3O)NC(CC(C)C)(C(=O)O)C2C1=O (stereo not given)	-7.1	-3.1	-2.5	-0.3	1.5	10.6	-2.6	-0.5	1.0	-0.8
Cn1c(-c2ccc(CN3CCCCC3)o2)nc2ccccc21	-8.7	0.7	4.0	-2.0	-1.1	5.5	-0.7	5.4	0.3	4.7
CC[C@]12c3[nH]c4ccc(Cl)cc4c3CCN1C(=O)[C@@H](CC(=O)NCc1ccco1)C[C@@H]2C(=O)N1CCN(C(=O)c2ccco2)CC1	-12.7	-4.6	-4.2	4.2	5.2	-1.0	-4.7	-2.5	0.2	-0.6
CCc1nnc(NC(=O)CCC(=O)N2CCN(CCOc3ccc(C)cc3)CC2)s1	-23.8	-7.1	10.1	-4.9	-1.7	0.9	-2.0	-7.1	-0.7	-1.2
COC(=O)/C=C\C(C#N)(C#N)N=Cc1ccc(OC)cc1	4.1	-2.1	-0.8	6.3	5.5	-1.0	1.5	0.2	-1.2	3.1
CCOC(=O)[C@H]1[C@H]2COc3ccc(Cl)cc3[C@@H]2N2C(=O)CN(Cc3ccccc3)C(=O)[C@@]12C	-2.3	0.3	-8.2	-5.8	-0.3	1.0	0.1	-3.1	4.7	-9.7
CCC(=O)Nc1cc(C)c(NC(=O)CCc2ccccc2)cn1	-18.1	-3.3	2.8	-3.7	8.0	-4.7	2.4	7.0	1.7	5.2
CN(CC(=O)Nc1ccccc1Cl)CC(=O)N(C)c1c(N)n(Cc2ccccc2)c(=O)[nH]c1=O	-0.5	1.4	7.0	2.6	3.5	-0.8	-2.0	9.6	-3.2	1.4

Some of these compounds in order of their number in TDP2 inh, high to low.
SMILES,TDP2 inh
O/N=C\c1ccccc1Oc1ccc(F)cc1,-0.2
CCOC(=O)[C@H]1[C@H]2COc3ccc(Cl)cc3[C@@H]2N2C(=O)CN(Cc3ccccc3)C(=O)[C@@]12C,-2.3
Cn1c(-c2ccc(CN3CCCCC3)o2)nc2ccccc21,-8.7

(cont.)
SMILES	TDP2 inh	TCR-CD3 inh	GC-B act	rCAG RNA binder	PRMT1 inh	SIAE primary	LEDGF integ inh	ABHD4 inh	MBD2 inh	HTRA1 inh
CC(=O)C1=C(O)C(=O)N(c2ccc(Br)cn2)C1c1ccccc1[N+](=O)[O-] (stereo not given)	-4.9	1.7	-2.9	13.7	-4.3	7.4	5.4	11.9	-2.4	3.6
CCC(=O)N1CCc2cc(S(=O)(=O)NC(C(=O)NC3CCCc4ccccc43)C(C)C)ccc21 (stereo not given)	0.8	-2.2	-1.0	1.9	-2.0	-14.2	-2.4	-4.7	-0.7	6.5
O=C(c1ccco1)N(CCCN1CCOCC1)c1nc(-c2ccc(Cl)cc2)cs1	2.0	4.0	-2.2	1.6	3.2	-2.0	-4.8	-6.4	4.2	-30.4
Cc1cc(CN2CCN(CC(=O)Nc3cc(C(F)(F)F)ccc3-n3cncn3)CC2)no1	5.7	3.4	-3.3	-0.4	-3.0	5.1	-1.0	3.8	-0.9	-5.2
Cc1ccc(S(=O)(=O)c2nc(-c3ccccc3)oc2NCCN2CCOCC2)cc1	4.3	6.4	0.0	-2.0	3.3	0.4	-2.3	-0.9	1.0	2.4
CCOC(=O)c1sc(=S)[nH]c1C	0.7	-4.5	0.3	0.0	6.2	18.2*	-1.3	1.7	1.0	2.1
COCC(=O)N(C)[C@H]1C[C@H]2c3cc(N4CCN(C)CC4)ccc3CCN2C(=O)[C@H]1[C@H](C)O	-5.6	1.3	0.9	-0.1	1.6	-7.6	-6.6	3.6	-2.4	10.0
CCCCn1c(N)c(N(Cc2ccccc2OC)C(=O)CSCC(=O)Nc2ccc(C)cc2)c(=O)[nH]c1=O	-8.7	3.9	6.0	2.8	-0.4	-0.2	-0.5	0.5	-3.9	2.6
CCCN1CCN(C(=O)c2noc3c2COc2ccc(C)cc2-3)CC1	5.1	-0.8	1.5	-1.3	-1.8	-0.3	-1.7	-1.7	-0.6	-18.2
CS(=O)(=O)N1CCC(C(=O)Nc2ccc(Cl)cc2)CC1	-16.8	-9.9	-3.3	0.5	-4.2	-5.0	2.3	-5.5	-4.1	3.1
Cc1ccccc1CN1CCCCC(NC(=O)Nc2ccccc2)C1=O (stereo not given)	5.6	/	-3.0	2.8	0.6	1.6	-0.1	2.4	-7.4	/
Cc1ccc2oc(NC3=NC4(CCCC4)C4=C(CCCC4=O)N3)nc2c1	8.5	-8.1	-1.6	12.6	1.5	4.1	-2.9	5.1	1.2	/
CN(C)S(=O)(=O)c1cccc(NC(=O)c2ccc3c(c2)S(=O)(=O)N=C2CCCCCN23)c1	6.3	4.9	-3.6	10.0	-1.5	-1.7	2.6	-7.2	-1.4	-8.1
CC(Oc1ccccc1)C(=O)N1CCC2(CC1)CC(=O)c1ccccc1O2 (stereo not given)	9.8	-2.3	-3.1	-10.9	1.5	3.4	-1.9	-2.5	2.5	-1.7
COc1ccc(CC(=O)c2ccc(O)cc2O)cc1OC	-16.9	-1.7	-2.8	6.7	-0.4	-5.8	3.1	-9.2	-3.9	10.5
Cc1cc(C)c(S(=O)(=O)N2CCCCC2CCNC(=O)C(=O)NCC2CCCO2)c(C)c1 (stereo not given)	-6.5	-5.2	-2.0	-8.5	-0.5	-1.5	0.6	-2.1	1.2	2.3
CC(/C=N/n1c(-c2cc(C)[nH]n2)n[nH]c1=S)=C\c1ccco1	16.9	13.0	-3.1	4.2	4.1	4.2	0.5	0.4	-4.7	9.9
CCN(C)C(=O)Oc1cccc([C@H](C)N(C)C)c1	-2.0	/	4.5	2.0	-3.3	3.1	2.2	9.6	-4.2	/
O=C(Nc1ccccc1C(=O)N1CCCCC1)c1cccs1	10.2	7.0	-0.6	-2.8	-2.9	8.3	-0.5	0.5	-3.5	3.9
COc1ccccc1OCc1nnc(SCC(=O)N2CCCCC2)o1	10.5	6.4	0.8	-7.7	-2.3	0.7	1.9	-6.4	1.8	-2.1
CC1/C(=N/O)CC(c2ccco2)NC1c1ccco1 (stereo not given)	-1.0	12.2	-1.1	-0.6	0.0	2.6	2.6	5.2	-2.8	-0.1
C[C@@H]1COC(=O)[C@H](NC(=O)OCC2c3ccccc3-c3ccccc32)C/C=C\C[C@@H](CC(=O)N[C@H](CO)Cc2ccccc2)C(=O)N1	-1.2	8.2	4.6	-1.4	-0.9	1.6	2.4	-2.4	-3.2	-3.8
Cc1ccc(S(=O)(=O)NCCOC(=O)Nc2sc(=S)n(C)c2C)cc1	13.1	3.6	2.0	6.2	14.7	5.3	-3.2	-6.0	1.2	4.5
COCC(=O)N1CCCC(C)(C(=O)Nc2cccc(Oc3ccccc3)c2)C1 (stereo not given)	8.8	2.0	1.3	0.8	-0.5	1.5	-4.9	2.7	-2.1	/
O=C(N/N=C/c1ccccc1)c1cccc2ccccc12	-1.6	-4.5	2.6	-1.2	-2.3	9.2	0.7	0.4	0.0	-1.0
C[C@H](N=C1NS(=O)(=O)c2ccccc21)C(=O)OCc1cc([N+](=O)[O-])cc2c1OCOC2	17.9	6.0	0.1	6.8	-1.4	-1.1	2.3	5.4	0.8	-7.1
Cc1ccc(-c2cc3nc4c(c(=O)n3[nH]2)CCCC4)cc1	-6.9	-1.4	-3.8	3.3	-2.3	-2.9	3.8	2.1	-2.4	-3.3
O=C(NCC1COc2ccccc2O1)C1CCCN(S(=O)(=O)c2cnc[nH]2)C1 (stereo not given)	-5.9	-5.7	-1.2	-0.5	5.0	-3.0	-2.0	4.7	3.8	5.7
O=C(O)/C=C/C(=O)Nc1ccc2c(c1)NC(=O)CO2	4.2	8.7	6.3	-0.2	-0.9	1.3	-3.2	2.4	-4.7	4.8
CCN1C(=NCc2cccc(Cl)c2)N[C@@H](c2cccc(F)c2)C(C(=O)OC)=C1C	4.4	0.1	-18.7	8.4	-1.3	-1.3	-1.7	10.1	-2.2	-6.5
Cc1ccc(OCc2n[nH]c(=S)n2-c2ccc(C)cc2)cc1	-15.5	-0.5	-5.1	7.1	14.1	6.8	1.5	-2.8	-1.7	4.3
Cc1cc(N2C(=O)CCC2=O)n(-c2ccccc2)n1	2.9	-0.3	1.9	-2.5	0.9	1.9	4.9	4.4	3.7	2.4
CCOc1ccc(NC(=O)CSc2nc(O)c(C)c(=O)n2-c2ccc(F)cc2)cc1	6.5	-7.9	5.2	8.6	14.8	5.7	-5.4	4.2	-0.6	-1.8
O=c1[nH]c2ccccc2c2cn(-c3ccccc3)nc12	9.6	-0.1	-3.9	8.6	0.5	-5.7	-0.7	-3.5	-1.1	-8.5
CCN1CCN(C(c2ccc(F)cc2)c2nnnn2Cc2ccc3c(c2)OCO3)CC1 (stereo not given)	0.1	1.0	-3.2	-7.8	-1.0	-3.5	0.8	1.0	1.8	-3.4
CC1=CC(C)(C(Cl)Cl)C(C)=CC1=O (stereo not given)	4.4	8.3	1.7	-3.3	2.6	-1.1	0.4	-0.7	2.7	10.2
O=c1c2ccccc2sn1-c1cc(S(=O)(=O)N2CCOCC2)ccc1N1CCOCC1	2.5	-2.1	7.3	0.8	88.4*	-0.4	-7.1	9.8	-2.6	-5.2
C=CCNC(=O)c1ccc(CNS(=O)(=O)c2ccc(NC(C)=O)cc2)cc1	10.2	2.4	1.3	-0.7	-1.5	2.6	-1.0	-1.9	-2.6	-3.7
